# Screening results (PubChem BioAssay)
# Keap1-Nrf2 PPI = Keap1-Nrf2 (human) interaction inhibition | Keap1 Kelch-Nrf2 peptide fluorescence polarization, 1536-well | AID 504523 | actives 0.15% (n = 340,000) | Q14145 | inhibition, % at 9.4 µM; in the data active = inhibition above about 12%; inconclusive = no clear call, values can overlap the other calls; inactive = below about 7.3%;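 note: human Keap1 Kelch domain with fluorescein labeled Nrf2 9mer peptide probe; 0% = neutral control wells and 100% = peptide positive control; higher means more block of Keap1 binding to Nrf2 peptide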
# Target sequence (Q14145 whole entry, looked up, the tested form may be a part): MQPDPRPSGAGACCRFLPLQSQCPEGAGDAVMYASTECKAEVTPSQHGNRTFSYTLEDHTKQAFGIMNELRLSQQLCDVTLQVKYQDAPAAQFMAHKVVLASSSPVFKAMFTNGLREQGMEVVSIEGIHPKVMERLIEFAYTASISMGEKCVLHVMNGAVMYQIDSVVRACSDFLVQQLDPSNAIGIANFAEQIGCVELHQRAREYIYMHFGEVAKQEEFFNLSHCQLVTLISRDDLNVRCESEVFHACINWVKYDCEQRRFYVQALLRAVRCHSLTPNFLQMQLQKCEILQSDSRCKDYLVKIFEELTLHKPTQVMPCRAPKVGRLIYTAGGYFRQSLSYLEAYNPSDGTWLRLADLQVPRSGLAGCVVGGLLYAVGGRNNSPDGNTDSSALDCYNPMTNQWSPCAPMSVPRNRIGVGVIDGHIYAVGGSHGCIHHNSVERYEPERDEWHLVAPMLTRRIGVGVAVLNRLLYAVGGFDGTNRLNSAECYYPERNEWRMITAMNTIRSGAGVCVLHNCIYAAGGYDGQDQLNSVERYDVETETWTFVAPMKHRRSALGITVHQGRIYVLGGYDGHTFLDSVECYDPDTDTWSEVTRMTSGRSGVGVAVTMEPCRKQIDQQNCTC
# Cardiac RTF inh = cardiac RTF calcium desensitization. P19429+P45379. IANBD-labeled cardiac RTF, Ca2+ fluorescence. inhibition, % at 7.15 µM. actives 0.12% (n = 340,000);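 active = inhibition above the mean inhibition of all tested compounds plus 3 SD, cut at about 17% in these data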;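 note: assay run at fixed EC70 calcium of 1.6 mM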
# RTF Ca sens act = increases calcium sensitivity of human cardiac regulated thin filaments; P19429+P45379; IANBD-labeled TnC RTF fluorescence at EC20 calcium; 0% EC20 calcium, 100% full calcium; activation, % at 7.2 µM; actives 0.24% (n = 340,000);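 active = activation above the mean over all tested compounds plus 3 SD, cut at about 30% in these data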;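 note: rise in fluorescence read as greater calcium sensitivity of cardiac thin filaments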
# CAL PDZ FP = blocks peptide binding to the human CAL PDZ domain. purified CAL PDZ, TMR-peptide fluorescence polarization, 1 h. inhibition, % at 24.9 µM. Q9HD26. AID 602252. actives 0.92% (n = 300,000);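 active = mean inhibition of at least 30% with at least half of replicates also reaching 30%; inconclusive = no clear call, values can overlap the other calls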;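 note: 0% = DMSO neutral control and 100% = excess unlabeled competitor peptide PRC23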
# C-LANA FP = inhibitors of KSHV LANA C-terminal domain DNA binding; inhibition, % at 9 µM; MBP-C-LANA/FAM-LBS DNA binding, fluorescence polarization; actives 0.078% (n = 340,000);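 active = highest replicate inhibition at or above 60% at 9 µM, even if other replicates fall short; inactive = all replicates below 60% inhibition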;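 note: 0% = neutral control wells and 100% = 4 µM acridine orange control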
# V-ATPase pHluor = yeast V-ATPase proton transport regulation by pHLuorin. actives 0.37% (n = 350,000). AID 504577. S. cerevisiae, pHLuorin cytosolic pH fluorescence. response, % at 10 µM; in the data active = response mostly above about 7.3%, no sharp cut-off; inactive = mostly below about 5.4%; note: actives read high; inactives centre near 0; some compounds called inactive have numbers as strong as hits; reference of the scale not given here
# HTR5A inv ctr = HTR5A inverse agonism, opioid heterodimer counter-screen. HTR5A cell line, luminescence. inhibition, % at 9.3 µM. actives 0.083% (n = 340,000). P47898. AID 504634; in the data active = inhibition mostly above about 23%, no sharp cut-off; inactive = mostly below about 18%;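 note: 0% = cells with DMSO and 100% = no-cell wells with DMSO; some compounds called inactive have numbers as strong as hits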
# Target sequence (P47898 whole entry, looked up): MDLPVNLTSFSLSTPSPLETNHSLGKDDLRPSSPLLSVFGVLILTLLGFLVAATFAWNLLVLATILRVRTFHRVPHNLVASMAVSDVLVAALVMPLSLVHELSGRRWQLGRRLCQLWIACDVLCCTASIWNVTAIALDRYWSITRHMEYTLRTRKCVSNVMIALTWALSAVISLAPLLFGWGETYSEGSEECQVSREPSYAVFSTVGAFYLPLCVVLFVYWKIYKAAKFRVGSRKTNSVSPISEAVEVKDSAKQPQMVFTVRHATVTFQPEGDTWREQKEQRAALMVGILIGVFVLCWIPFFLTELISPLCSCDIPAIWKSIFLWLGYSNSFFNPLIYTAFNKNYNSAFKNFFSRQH
# OPRM1-OPRD1 ag = OPRM1-OPRD1 heterodimerization agonism; P35372+P41143; cells, luminescence; activation, % at 9.3 µM; actives 0.3% (n = 340,000); in the data active = activation above about 18%;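 note: 0% = vehicle-treated cells and 100% = reference agonist; values of inactives mirror those of a sister screen read the other way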
# HTR5A ag = HTR5A agonism, opioid heterodimer counter-screen. P47898. HTR5A agonist assay, luminescence, cell-based. actives 0.61% (n = 340,000). activation, % at 9.3 µM. AID 504692; in the data active = activation mostly above about 9.5%, no sharp cut-off; inactive = mostly below about 7.6%;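 note: 0% = cells with vehicle only and 100% = reference agonist; strong numbers were not always called active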
# OPRM1-OPRD1 inv = mu-delta opioid heterodimer inverse agonism | actives 0.21% (n = 340,000) | cell-based MOR-DOR heterodimer luminescence | inhibition, % at 9.3 µM | P35372+P41143; in the data active = inhibition above about 22%, passing the limit was not always enough;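 note: 0% = cells with DMSO and 100% = wells without cells with DMSO; values of inactives mirror those of a sister screen read the other way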
# * hit, by the source's call; ? = inconclusive; . = not tested or not shown.
SMILES,Keap1-Nrf2 PPI,Cardiac RTF inh,RTF Ca sens act,CAL PDZ FP,C-LANA FP,V-ATPase pHluor,HTR5A inv ctr,OPRM1-OPRD1 ag,HTR5A ag,OPRM1-OPRD1 inv
N/C(=N\OS(=O)(=O)c1ccccc1)c1cccnc1,-4,6,6,.,-1.2,6,9,-2.0,-4,11
CC(C)C(OC(=O)c1ccc(Cl)nc1)C(=O)NC1CCCCC1 (configuration not stated),-5,-10,-1,.,-0.1,3,-1,-0.9,0,7
CCCc1nc(SCc2cccnc2)c2c(=O)n(C)c(=O)n(C)c2n1,-1,-3,2,-15,-1.6,-1,4,-2.2,-3,13
N#CCCN(Cc1ccccc1)C(=O)c1nccnc1C(=O)O,0,-11,-3,2,2.2,3,-15,0.0,4,0
O=C(Nc1cccnc1Cl)c1cccnc1Cl,-10,-28,-5,4,-0.9,1,5,-0.9,-1,5
Cc1cc(Oc2ccccc2)nc(-c2ccccc2O)n1,-1,10,-8,-1,-0.6,-3,-3,-0.5,1,3
Nc1cc(-c2ccccc2)nn1Cc1ccc(Cl)cc1,-4,-2,-1,-5,-2.2,2,1,4.3,-2,-20
CC(C)CCNC(=O)CN(CCN1CCOCC1)C(=O)Cn1nnc(-c2ccc(F)cc2)n1,-6,-2,2,.,0.4,1,4,-1.6,1,8
CCC(CCC(=O)Nc1cccc(C(=O)O)c1)C(=O)O (configuration not stated),-3,2,3,-1,0.5,5,-46,-1.9,-6,11
CCN(CC)c1c([N+](=O)[O-])c(=O)n(C)c2ccccc12,1,5,8,0,-0.2,0,-5,0.9,2,-5
COc1ccccc1/C=N/NC(=O)c1ccc(-c2ccccc2)cc1,-3,-9,7,-2,1.2,-2,-2,-1.6,-3,7
O=C(COC(=O)Cc1ccc(F)cc1)NC1CCCCC1,-1,-7,5,34*,1.2,-3,19,-3.0,-7,12

# Exported as tab-separated lines: part of the list above.
structure	Keap1-Nrf2 PPI	Cardiac RTF inh	RTF Ca sens act	CAL PDZ FP	C-LANA FP	V-ATPase pHluor	HTR5A inv ctr	OPRM1-OPRD1 ag	HTR5A ag	OPRM1-OPRD1 inv
CCC(CCC(=O)Nc1cccc(C(=O)O)c1)C(=O)O (configuration not stated)	-3	2	3	-1	0.5	5	-46	-1.9	-6	11
CCN(CC)c1c([N+](=O)[O-])c(=O)n(C)c2ccccc12	1	5	8	0	-0.2	0	-5	0.9	2	-5
COc1ccccc1/C=N/NC(=O)c1ccc(-c2ccccc2)cc1	-3	-9	7	-2	1.2	-2	-2	-1.6	-3	7

# Remaining list, next part.
SMILES,Keap1-Nrf2 PPI,Cardiac RTF inh,RTF Ca sens act,CAL PDZ FP,C-LANA FP,V-ATPase pHluor,HTR5A inv ctr,OPRM1-OPRD1 ag,HTR5A ag,OPRM1-OPRD1 inv
CSCCC(NC(=O)c1ccc(Cl)cc1Cl)C(=O)NCC(c1cccs1)N(C)C (configuration not stated),4,3,-8,.,-1.9,-6,18,1.6,-5,-8
O=C(O)CCC(=O)c1cccc2ccccc12,-5,-8,-6,-3,-2.1,-1,6,-1.9,-2,11
Cc1ccc(NC(=O)CN(C)C(=O)c2cc(-c3ccco3)nc3ccccc23)cc1,-4,12,4,-3,-1.7,0,-13,0.8,4,-5
CCc1nc(SCC(=O)N2CCCCCC2)c2c(=O)n(C)c(=O)n(C)c2n1,-3,-6,3,-5,0.5,-1,-10,-2.4,3,13
CCOc1ccc(N(CC(=O)Nc2cc(Cl)ccc2C)S(C)(=O)=O)cc1,-6,-7,-6,-7,-2.9,1,3,-2.3,-1,11
CCc1cc2cc(C)cc(C)c2nc1SCC(=O)N1CCCC1,-4,-6,5,-2,3.2,0,-16,1.3,1,-8
CCOc1cc(/C=N/NC(=O)c2cccs2)cc([N+](=O)[O-])c1O,-5,7,4,0,-0.2,1,25*,-4.3,-9,22
COc1ccc(CCNS(=O)(=O)c2ccc(Br)cc2)cc1OC,?,-13,-1,.,1.1,4,9,0.4,-5,-2
O=C(c1ccc(COc2ccccc2Cl)o1)N1CCCC1,-3,-2,6,-4,3.0,-1,-48,0.0,8,0
Cc1ccc(NC(=O)/C(C#N)=C/c2cn(CC(=O)NCc3ccco3)c3ccccc23)cc1C,-8,-15,6,-8,-5.4,-18,8,1.6,-3,-7
O=C1CCc2cccc(O)c2N1,1,-4,-6,-7,2.0,0,1,-3.1,0,14
COc1ccccc1CNC(=O)C(CC(C)C)NC(=O)C1CCC(C)CC1 (configuration not stated),-5,-17,6,-3,-0.1,3,-2,-0.6,2,3
CCN1CCN(C(=O)CCc2nnc(CCCCc3ccccc3)o2)[C@@H](C)C1=O,-2,6,6,-2,0.7,2,4,-1.1,-1,5
CCCc1c(C(=O)Nc2ccc(F)cc2C)cnn1-c1ccccc1,1,0,-1,-2,1.1,1,20,0.2,2,-1
CC(=O)Oc1ccc(N(C(C)=O)S(=O)(=O)c2ccc3ccccc3c2)cc1,2,-4,-7,1,1.3,1,-5,-0.3,1,1
Cn1c(=O)c2c(nc3n2CC(CO)O3)n(C)c1=O (configuration not stated),-5,-4,1,.,-0.9,-1,-20,-1.9,8,10
CN(C)c1ccc(C(=O)NC2(N3CCC3=O)CCCC2)cc1,-3,-8,4,.,-0.6,3,-39,-0.5,5,3
COc1cccc(NC(=O)C2COc3ccccc3O2)c1 (configuration not stated),2,-11,1,.,0.5,-1,-26,-2.5,0,13
Cc1nc(C#N)c(N/N=C/c2cccc(Cl)c2)o1,-3,-3,-2,-3,-1.3,-2,10,4.8,-3,-25
O=[N+]([O-])c1ccc(S(=O)(=O)Nc2ccc(-c3ccc(N4CCOCC4)nn3)cc2)cc1,-4,-7,-1,3,0.7,4,16,2.7,0,-18
CCOc1ncccc1-c1nc(-c2cccs2)no1,1,-2,5,-3,-0.8,0,-1,-1.1,0,5
COc1cccc(/C=N/N2CCN(c3ccc(Cl)cc3)CC2)c1OC,-4,-2,-1,-1,-3.1,-2,-13,1.0,3,-6
CCOC(=O)N1CCN(C(=O)C2CC(c3cc(OC)ccc3OC)=NO2)CC1 (configuration not stated),4,-6,-2,.,-1.9,-4,7,0.8,0,-4
Cc1c(Cl)cccc1NC(=S)NCCc1ccc(F)cc1,-3,-2,-2,4,-2.1,-3,-9,2.5,2,-12
Cc1ccccc1NC(=O)CCC(=O)OCC(=O)c1cccc([N+](=O)[O-])c1,-2,-12,6,-1,0.8,2,33,-13,-10,60*
O=C(CN(Cc1ccc2c(c1)OCO2)C(=O)CSc1nc2ccccc2o1)NC1CCCCC1,-2,2,0,-6,0.8,2,-1,0.3,-2,-2
COCCCn1c(Cc2csc(Nc3ccc(F)cc3)n2)nnc1SCC(N)=O,-8,5,2,-3,1.3,1,4,-3.0,-5,17
O=C(O)c1ccc(CNCc2cccc(OCc3ccc(F)cc3)c2)cc1,-1,-2,3,5,-1.0,4,-3,-2.7,1,12
Cc1ccc(S(=O)(=O)Nc2ccccc2C(=O)N2CCOCC2)cc1,-4,-3,-1,-6,0.1,4,-1,0.0,3,0
COc1ccccc1NC(=O)c1nn(-c2ccc(F)c(F)c2)ccc1=O,-3,-2,-5,-4,1.0,-12,-19,-2.1,3,9
Cc1c(C)c2ccc(OCC(=O)NCCCN3CCCC3=O)cc2oc1=O,-3,3,4,1,1.1,-1,2,-2.2,0,12
CC[C@@]1(c2cccc(C)c2)C(=O)N(C(=O)OC)N1C(=O)OC,-61,-3,12,-3,0.0,2,6,-1.8,-4,10
COC(=O)c1ccc(-c2nc(O)c3cnccn23)cc1,-3,-2,3,.,0.6,1,8,-2.7,-2,15
CC(C)CCn1cnc2c1c(=O)n(CC(=O)NC(N)=O)c(=O)n2Cc1ccccc1,-3,-16,-2,-4,-0.4,-1,-8,0.3,6,-3
Cc1nnc(NC(=O)CSc2ccc(-c3cccnc3)nn2)s1,-4,-17,0,2,-0.3,-42,-2,-1.7,0,9
CCc1ccc(NC(=O)C(C)Nc2ccc(S(=O)(=O)NC(C)=O)cc2)cc1 (configuration not stated),-9,1,-2,-2,1.8,-2,-27,-3.2,-3,16

# Just OPRM1-OPRD1 inv, Cardiac RTF inh and CAL PDZ FP, for 4 of the compounds above:
structure	OPRM1-OPRD1 inv	Cardiac RTF inh	CAL PDZ FP
COC(=O)c1ccc(-c2nc(O)c3cnccn23)cc1	15	-2	.
Cc1c(C)c2ccc(OCC(=O)NCCCN3CCCC3=O)cc2oc1=O	12	3	1
CC[C@@]1(c2cccc(C)c2)C(=O)N(C(=O)OC)N1C(=O)OC	10	-3	-3
CC(C)CCn1cnc2c1c(=O)n(CC(=O)NC(N)=O)c(=O)n2Cc1ccccc1	-3	-16	-4

# Additional compounds follow.
SMILES,Keap1-Nrf2 PPI,Cardiac RTF inh,RTF Ca sens act,CAL PDZ FP,C-LANA FP,V-ATPase pHluor,HTR5A inv ctr,OPRM1-OPRD1 ag,HTR5A ag,OPRM1-OPRD1 inv
N#CC1=C(N)Oc2cc(N)ccc2C1c1ccc(Cl)cc1 (configuration not stated),5,-5,-1,1,1.0,0,-2,-0.8,0,4
Cc1ccc(NC(=O)C2CC=CCC2C(=O)N2CCCCC2)cc1 (configuration not stated),3,0,-2,-5,-0.2,6,6,-2.7,-2,14
O=C(Cn1cnc2ccccc2c1=O)N1CCN(c2ccccc2)CC1,-2,4,-4,-6,-0.7,6,0,-2.4,-4,15
COc1cc(CC(=O)OCC(=O)N(C)C2CCCCC2)cc(OC)c1OC,-3,-2,3,-7,0.5,-2,-8,-4.0,3,16
COc1ccc2cc(CCNC(=O)c3ccc(S(=O)(=O)N4CCCC4)cc3)c(=O)[nH]c2c1,2,-5,8,-2,-0.6,-2,-3,-1.5,1,9
CCN(C(=O)CSC1=Nc2ccccc2C2CC=NN12)C1CCS(=O)(=O)C1 (configuration not stated),-1,-1,1,-2,0.8,-4,-4,-2.9,1,14
CCOC(=O)c1cc(CNC(=O)c2c(C)oc3c2CCCC3)c(C)o1,-2,0,-14,2,-0.7,2,-3,1.0,11*,-6
CC1CN(Cc2nc3c(c(=O)n(C)c(=O)n3C)n2CC(=O)c2ccccc2)CC(C)O1 (configuration not stated),-1,-8,2,-2,0.6,-1,13,-1.9,1,9
OC(CNCc1ccccc1)COc1ccccc1 (configuration not stated),2,-12,9,-1,0.5,-3,2,1.1,1,-6
Cc1c(Br)c([N+](=O)[O-])nn1CC(=O)NCc1cccs1,1,1,-1,-4,-4.1,-1,-2,-1.8,1,7
O=C(c1ccc(S(=O)(=O)NCC2CCCO2)cc1)N1CCN(c2ccccc2)CC1 (configuration not stated),-1,2,-4,4,-0.5,2,10,-3.4,-4,17
COc1ccc(C2CC(=O)C(C=NCC(C)C)=C(O)C2)cc1 (configuration not stated),1,-13,-6,0,-0.4,-1,6,0.8,-2,-4
CCOc1ccc(-c2nnc3ccc(SCC(=O)Nc4nc5ccccc5s4)nn23)cc1,-5,-9,13,-3,-0.6,-5,-10,2.5,2,-14
COc1ccc(C(=O)Nc2ccc(N3CCCCC3)cc2)cc1Br,1,-13,1,0,0.0,6,4,5.0,2,-26
